# High-throughput results deposited in PubChem BioAssay by National Center for Advancing Translational Sciences (NCATS).
# VP16 counter: Gal4-VP16 reporter inhibition counter-screen | Drosophila S2 Gal4-VP16 UAS-luciferase, luminescence, 20 h | Potency, µM (highest dose often 53.6 µM), for inactives: at the highest dose activity, negative = inhibition, hits mostly inhibitors | actives 3.5% (n = 310,000) | AID 2546;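 also: Gal4-VP16 expression switched on by copper sulfate through the metallothionein promoter; potency is read from the fitted curve at half-maximal effect; % is scaled to controls: 0 for no effect and ±100 for the full control effect; nearly all actives have a fitted effect of over 50% in size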
# FLuc modulator: inhibits or activates purified firefly luciferase, miR-21 counter-screen; P08659; purified FLuc, Km substrates, luminescence inhibition; Potency, µM (titrated, usually from 57.5 µM), for inactives: top-dose activity change, negative = inhibition, hits mostly inhibitors; actives 6.9% (n = 360,000); AID 588342;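 also: potency is read from the fitted curve at half-maximal effect; plate controls were vehicle for no effect and reference inhibitor for full effect; nearly all actives have a fitted effect of over 55% in size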
#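 Biochemical qHTS of compounds, final roughly 60 µM downward over six points, against 10 nM purified firefly luciferase using Km concentrations of substrates (10 uM D-luciferin, 10 uM ATP) in Tris acetate pH 7.5 buffer; luminescence output.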
# uPA surface inh: blocks generation of uPA at the cell surface. cell surface uPA generation assay, qHTS. actives 0.31% (n = 330,000). Potency, µM (top dose mostly 38.3 µM), without a hit: top-dose activity change, negative = inhibition, most hits filed as inhibitors; active = well fitted inhibition curve with a large enough effect; inconclusive = small, poorly fitted or top-dose-only effect; inactive = no such curve, though single readings can be large or run the other way; tested in mouse RAW 264.7 cells; also: potency is read from the fitted curve at half-maximal effect; % is scaled to controls: 0 for no effect and ±100 for the full control effect; nearly all actives have a fitted effect of over 55% in size
# FBPA coupling cs: counter-screen for Giardia aldolase inhibitors: coupling enzyme system; coupling enzyme system counterscreen, AmpLite Red fluorescence; activity change, negative = inhibition, % at 58.2 µM, hits read low; actives 0.67% (n = 290,000); in the data active = activity change below about -30%; also: % is scaled to controls: 0 for no effect and ±100 for the full control effect
#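 Compounds tested against the coupling enzymes alone at 57.5 uM final; readout was AmpLite Red fluorescence (525/598 nm) after 20 min at RT.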
# KCNH2 3.1 inh: blocks the human KCNH2 3.1 channel isoform; U2OS KCNH2 3.1, thallium flux FluxOr; hits give low values; actives 0.95% (n = 340,000); activity change, % (tested at about 1.8 µM);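 active = maximum activity change below -70%; inconclusive = maximum activity change from -70% to -50%; inactive = maximum activity change above -50%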;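 also: thallium influx rate constant from kinetic fluorescence after stimulation buffer; % is scaled to controls: 0 for no effect and ±100 for the full control effect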
#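 We transduce U2OS cells with the mutant 3.1 virus, culture them overnight, load FluxOr with Red40 quencher for 45 min, then add stimulation buffer and read kinetically for 2 min to derive a normalized rate constant.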
# RORgamma inh: inhibitors of mouse ROR gamma transcriptional activity. P51450. Drosophila S2 Gal4-RORgamma UAS-luciferase reporter, 20 h. Potency, µM (titrated, usually from 53.6 µM), without a hit: top-dose activity change, negative = inhibition, usual class: inhibitors. actives 5.4% (n = 310,000); also: potency is read from the fitted curve at half-maximal effect; % is scaled to controls: 0 for no effect and ±100 for the full control effect; nearly all actives have a fitted effect of over 60% in size
# Target sequence (P51450 whole entry, looked up, the tested form may be a part): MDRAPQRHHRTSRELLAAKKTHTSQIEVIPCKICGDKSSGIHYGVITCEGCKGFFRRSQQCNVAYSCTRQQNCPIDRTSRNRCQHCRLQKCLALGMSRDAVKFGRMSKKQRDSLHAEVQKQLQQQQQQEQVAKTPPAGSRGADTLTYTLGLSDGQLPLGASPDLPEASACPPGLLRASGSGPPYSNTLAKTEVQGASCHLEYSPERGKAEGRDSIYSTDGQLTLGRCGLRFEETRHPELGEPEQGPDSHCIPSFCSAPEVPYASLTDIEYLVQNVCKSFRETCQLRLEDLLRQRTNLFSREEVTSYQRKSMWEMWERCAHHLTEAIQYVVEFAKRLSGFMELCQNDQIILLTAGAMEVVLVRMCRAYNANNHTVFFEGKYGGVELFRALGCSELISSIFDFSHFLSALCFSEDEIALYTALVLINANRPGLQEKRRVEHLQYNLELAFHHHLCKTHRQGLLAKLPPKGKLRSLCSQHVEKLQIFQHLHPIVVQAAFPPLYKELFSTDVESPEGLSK
#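 Luciferase reporter read in Schneider cells carrying Gal4-RORγ (mouse) and UAS-Photinus luciferase; cells given compound 1 h before 700 uM copper sulfate induction, then incubated 20 h at ambient temperature.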
# ELG1 genotoxic: genotoxicity induction in ELG1-luciferase HEK293T cells; HEK293T ELG1-luciferase reporter, luminescence, 16 h; Potency, µM (series often up to 46 µM), without a hit: at the highest dose activity change, positive = activation, usual class: activators; actives 1.3% (n = 330,000); AID 504466; also: potency is read from the fitted curve at half-maximal effect; % of control where 0% means no effect; nearly all actives have a fitted effect of over 60% in size
#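 Genotoxic stress is detected as increased luminescence from luciferase-tagged ELG1 in HEK293T cells, measured with ONE-Glo after a 16 hr treatment at 37 °C.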
# Rab9 prom act: Rab9 promoter activation; Huh7 Rab9 promoter-luciferase reporter, luminescence, 24 h; Potency, µM (doses to about 9.22 µM), inactives show top-dose activation, negative = inhibition, most hits filed as activators; actives 2.8% (n = 320,000); also: potency is read from the fitted curve at half-maximal effect; % of control where 0% means no effect; nearly all actives have a fitted effect of over 60% in size
#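 Cell-based reporter: Huh7 stable for Rab9 promoter-driven luciferase, plated in reduced-serum medium with 10% FBS at 1500 cells/well, compound-treated 24 h at 37 °C, luminescence read after 10 min reagent.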
# Giardia kill: kills Giardia lamblia | Giardia lamblia trophozoite viability | activity change, % at 7.66 µM, hits read low | actives 0.15% (n = 340,000); in the data active = activity change below about -80%; inconclusive = between about -30% and that limit;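 also: parasites exposed to compound for two days anaerobically before the ATP read; % is scaled to controls: 0 for no effect and ±100 for the full control effect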
#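 Luminescence from cellular ATP indicates surviving trophozoites (100 cells/well) following 48 hrs anaerobic compound treatment at 37 deg C; signal develops 15-30 min at room temperature.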
# Tb PFK inh: inhibitors of T. brucei phosphofructokinase; T. brucei PFK, ADP-Glo luminescence; actives 0.17% (n = 330,000); Potency, µM (doses to about 57.5 µM), for inactives: at the highest dose activity, negative = inhibition, most hits filed as inhibitors; AID 485367;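 also: potency is read from the fitted curve at half-maximal effect; 0% = uninhibited 1x PFK enzyme wells and -100% = no-enzyme wells; nearly all actives have a fitted effect of over 60% in size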
# Target sequence (O15648 whole entry, looked up): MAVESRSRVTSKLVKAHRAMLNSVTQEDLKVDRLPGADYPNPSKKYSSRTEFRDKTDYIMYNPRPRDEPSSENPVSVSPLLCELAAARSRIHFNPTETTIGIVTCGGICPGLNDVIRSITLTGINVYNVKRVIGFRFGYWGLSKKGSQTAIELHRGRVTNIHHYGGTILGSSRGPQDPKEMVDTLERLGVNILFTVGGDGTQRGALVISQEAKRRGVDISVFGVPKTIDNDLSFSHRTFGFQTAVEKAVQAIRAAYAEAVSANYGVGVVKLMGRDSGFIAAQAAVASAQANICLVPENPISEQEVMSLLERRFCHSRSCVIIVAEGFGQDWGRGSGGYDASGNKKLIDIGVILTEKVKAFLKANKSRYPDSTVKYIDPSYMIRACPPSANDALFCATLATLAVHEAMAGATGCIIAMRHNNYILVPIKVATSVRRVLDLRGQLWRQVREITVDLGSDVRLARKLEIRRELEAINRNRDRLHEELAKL
#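 In TEA buffer at pH 8.0 with 5 mM MgCl2, enzyme (1.25 nM) converted F6P (0.5 mM) and ATP (0.1 mM) for 45 min at room temperature. ADP product was read by luciferase luminescence.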
# NPC1 prom act: activators of NPC1 promoter; actives 2.4% (n = 320,000); Huh7 NPC1 promoter luciferase reporter, 24 h; Potency, µM (top dose mostly 9.22 µM), for inactives: at the top dose activation, usual class: activators;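 also: potency is read from the fitted curve at half-maximal effect; % of control where 0% means no effect; nearly all actives have a fitted effect of over 60% in size; reporter is driven by a mutant NPC1 promoter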
#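 Stably transfected Huh7 (NPC1 promoter→luciferase), 1500 cells/well in Opti-MEM + 10% FBS, 2 h settle, then compound 24 h at 37 °C. Luminescence after 10 min with Amplite reagent.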
# Active calls of the source: *; ? = inconclusive; . = not tested or not shown; & = joins results of further samples; [ ] = dose if it differs, or a comment. Unless noted, calls follow the shape of the dose curve; as a rule, active = well fitted curve in the direction sought with a large enough effect; inconclusive = small, poorly fitted or top-dose-only effect, or another doubt; inactive = no such curve, though single readings can be large; an effect the other way counts as inactive or inconclusive.
SMILES,VP16 counter,FLuc modulator,uPA surface inh,FBPA coupling cs,KCNH2 3.1 inh,RORgamma inh,ELG1 genotoxic,Rab9 prom act,Giardia kill,Tb PFK inh,NPC1 prom act
Cc1nnc(SC(C(=O)c2ccccc2)c2ccccc2)[nH]c1=O (centres undefined),-5.8%,-0.4%,-7.5%,5.7,3.2,-20.4%,-1.1%,-2.0%,-5.5,1.1%,-0.9%
Cc1[nH]n(S(=O)(=O)Cc2ccccc2)c(=O)c1N=Nc1ccccc1Cl,-6.8%,?,3.3%,5.9,-4.0,-2.1%,-7.8%,-0.3%,-88.8*,-3.0%,2.6%
CC(C)OCCCNC(=O)C1CCC(=O)N1C(C)C (centres undefined),-2.1%,-0.1%,-4.4%,0.6,4.5,-7.9%,-2.9%,-2.2%,6.0,1.2%,1.6%
COc1ccc(/C=C(\NC(=O)c2ccc(C)cc2)C(=O)NCCCN2CCOCC2)cc1OC,6.1%,1.1%,-1.1%,-0.3,3.9,-36.9%,0.6%,0.1%,6.0,-0.8%,0.1%
Cc1cccc(Nc2ccccc2C(=O)OCC(=O)NCc2ccco2)c1C,-7.0%,3.3%,.,-4.0,1.5,23.4%,-5.5%,-1.9%,-2.9,-26.8%,-2.5%
Cc1ccc(CC(=O)Nc2nc3c(s2)CCCC3)cc1,10.3%,?,-2.0%,-2.3,-4.3,-20.3%,25.6%,7.5%,-1.7,1.7%,9.3%
CC(O)[C@H]1CNCCN1CCc1cccc2ccccc12 (some centres undefined),.,-1.6%,-7.8%,.,2.6,.,-1.3%,-4.4%,30.8[activator],0.8%,-0.7%
CC1(C)CC(=O)C2=C(C1)c1c(ccc3ncccc13)NC2c1cccs1 (centres undefined),-6.0%,-0.7%,-16.3%,0.5,9.6,-3.9%[10 µM],?,-23.6%,-7.6,-1.5%,-19.2%
CCc1nnc(NC(=O)CSc2nnc(Cc3ccccc3)n2-c2ccccc2)s1,0.3%,-0.2%,0.2%,3.2,2.9,30.8%,-0.5%,2.0%,-7.7,-6.4%,6.7%
Fc1ccc(CNc2nc3ccccc3n3cnnc23)cc1,2.7%,-0.8%,11.0%,-0.2,1.7,-7.7%,5.5%,3.8%,0.6,-2.7%,0.4%

# Taken from above.
# Cc1nnc(SC(C(=O)c2ccccc2)c2ccccc2)[nH]c1=O (centres undefined) in uPA surface inh = -7.5%
# CC1(C)CC(=O)C2=C(C1)c1c(ccc3ncccc13)NC2c1cccs1 (centres undefined) in RORgamma inh = -3.9%[10 µM]

# (more compounds)
SMILES,VP16 counter,FLuc modulator,uPA surface inh,FBPA coupling cs,KCNH2 3.1 inh,RORgamma inh,ELG1 genotoxic,Rab9 prom act,Giardia kill,Tb PFK inh,NPC1 prom act
CCCCNC(=S)Nc1ccccc1F,?,3.4%,-5.4%,.,-1.3,11.2µM*,-1.9%,-2.7%,-14.4,-7.7%,-0.2%
Cc1ccc(C(=O)Nc2ccccc2OC(F)F)cc1,17.6%,?,.,-2.2,-2.6,22.5%,?,9.4%,0.8,-4.2%,2.9%
COc1ccccc1NC(=O)N1CCCC1C(=O)NCc1ccc2c(c1)OCO2 (centres undefined),1.5%,3.7%,2.8%,1.4,-1.6,13.3%,-0.7%,-0.3%,4.6,0.3%,2.0%
Cc1cccc2sc(NC(=O)C3CC3)nc12,19.9%,-11.4%,3.9%,1.9,0.4,-2.7%,0.7%,13.6%,-2.7,-1.7%,14.6%
CCc1nn(CCCC(=O)N2CCN(c3ccc(OC)cc3)CC2)c(=O)c2cc3occc3n12,19.8%,0.9%&-12.4%,-27.6%,1.3,-16.4,18.6%,-4.5%,-3.4%,-16.9,-7.1%,3.2%
CCCCNc1nnc(CCn2nc(C)c(Br)c2C)s1,-22.8%,1.8%,-7.1%,0.4,7.9,1.2%,0.8%,-4.9%,-3.8,0.3%,6.9%
O=C(CC1C(=O)NCCN1C(=O)Nc1ccccc1)Nc1cc(Cl)cc(Cl)c1 (centres undefined),4.8%,-12.1%,-24.7%,-3.9,2.0,2.3%,-2.8%,-3.7%,6.2,0.5%,-2.0%
COc1ccc(S(=O)(=O)N2CCNC(=O)CC2)cc1,-13.4%,0.2%,-0.5%,.,2.9,8.6%,-0.9%,-6.4%,0.4,3.9%,1.0%
COC(=O)[C@@]1(Cc2ccc(OC)cc2)[C@H]2c3cc(C(=O)N4CCCC4)n(Cc4ccc(C)o4)c3C[C@H]2CN1C(=O)c1ccccc1,-24.0%&-4.7%,3.9%,.,-0.6&-7.1,.,?,-0.7%,-8.1%,.,4.3%,-7.4%
O=C(CSc1ncccn1)NC(=O)Nc1ccc2c(c1)OCCO2,-14.1%,23.9µM*,9.4%,-0.4,1.6,?,9.6%,15.5%,-3.9,-1.8%,2.0%

# Marked active in RORgamma inh, of those listed so far:
compound,uPA surface inh,RORgamma inh,Rab9 prom act,Tb PFK inh,NPC1 prom act
CCCCNC(=S)Nc1ccccc1F,-5.4%,11.2µM*,-2.7%,-7.7%,-0.2%

# Next compounds follow:
SMILES,VP16 counter,FLuc modulator,uPA surface inh,FBPA coupling cs,KCNH2 3.1 inh,RORgamma inh,ELG1 genotoxic,Rab9 prom act,Giardia kill,Tb PFK inh,NPC1 prom act
COc1ccc(CC(=O)NC(C)c2nnc(SCCC(=O)Nc3ccccc3)n2C)cc1 (centres undefined),-2.6%,-0.5%,3.3%,-1.0,27.2,20.0%,1.1%,-1.7%,13.2,-2.9%,-1.3%
CCn1c(CNc2ccc(F)cc2)nnc1SCC(=O)Nc1ccc(OC)cc1OC,-6.2%,3.3%,-3.5%,-4.0,-2.0,40.4%,1.7%,-4.0%,9.3,4.4%,-1.0%
O=C(CNC(=O)c1ccc(N2C(=O)c3ccccc3C2=O)cc1)OCC(=O)c1ccc(Cl)cc1,-11.0%,5.1%,2.5%,1.4,-8.0,3.9%,1.1%,-2.6%,-5.3,4.5%,-3.7%
CC(C)(C)NC(=O)CN(C(=O)CCC(=O)Nc1nccs1)c1cccc(C(F)(F)F)c1,-4.6%,-1.6%,8.9%,3.1,1.4,21.9%,-4.1%,-1.5%,2.0,-2.2%,0.8%
CCc1cc2c(=O)c(-c3nc4ccccc4n3C)c(COCC(=O)O)oc2cc1O,-10.9%,0.9%,1.0%,4.7,-2.0,25.9%,-1.9%,10.6%,22.9,0.7%,1.8%
CCc1ccc(-c2nc(NC(=O)c3ccc(OCC(=O)Nc4ccc(F)cc4)c(OC)c3)sc2C)cc1,-5.4%,0.0%,2.3%,1.9,-25.6,-4.8%,0.0%,-6.0%,-0.4,0.0%,-3.4%
Cc1ccc(OCC(=O)NC(=S)Nc2ccc(Br)cn2)cc1,3.8%,-0.5%,14.4%,0.7,2.9,?,1.6%,-6.0%,-5.9,1.3%,-0.6%
O=C(NCc1cccnc1)C(=O)Nc1cc2c3c(c1)CC(=O)N3CCC2,.,-3.0%,-1.1%,.,2.5,.,7.3%,-3.4%,7.6,-13.3%,-5.1%
COCCn1c(C)cc(C(=O)CSc2ccc(NC(C)=O)cc2)c1C,-4.4%,?,3.2%,0.2,-11.4,?,?,2µM*,9.0,-11.9%,?
O=C(NCCN1C(=O)S/C(=C\c2ccccc2F)C1=O)C1CC(=O)N(Cc2ccccc2)C1 (centres undefined),.,-1.5%,-1.1%,.,3.8,.,-6.8%,9.5%,10.0,-2.4%,-4.5%
Nc1cccc(/C=C/C(=O)O)c1,-8.6%,2.7%,0.9%,-0.6,-1.1,10.6%,-0.8%,2.2%,19.6,0.5%,0.8%
Cc1ccc(S(=O)(=O)Oc2ccc(/C=N/N=C3/NC(=O)C(CC(=O)O)S3)cc2)cc1[N+](=O)[O-] (centres undefined),-4.1%,-2.4%,-1.6%,.,-9.2,0.1%,5.3%,5.2%,8.6,8.7%,-4.0%
Cc1ccc(NC(=O)CN(C)C(=O)Cc2ccc3c(c2)CCC3)cc1,.,-2.2%,27.1%,.,8.8,.,1.9%,-3.9%,-18.4,-1.4%,2.8%
O=c1cc(CN2CCN(c3cccc(C(F)(F)F)c3)CC2)nc2sccn12,-15.6%,0.2%,3.7%,3.0,1.5,22.6%,-7.8%,-3.1%,-13.0,1.2%,0.3%
COc1ccc(S(=O)(=O)N2CC(=O)Nc3ccccc32)cc1C,.,2.7%,11.1%,0.6,-4.3,.,1.1%,4.3%,6.5,4.6%,-3.3%
Cn1cc2cc([N+](=O)[O-])ccc2n1,2.6%,-2.6%,-4.0%,-5.4,18.6,-10.5%,-2.7%,1.6%,-13.5,-14.7%,0.3%
COc1ccc(CC(=O)OCn2nnc3ccccc3c2=O)cc1,5.2%,0.8%,9.4%,0.4,-7.0,-0.4%,5.0%,-2.5%,1.5,-9.8%,-2.9%
COC(=O)CSc1nc(C)c2ccc(OC)cc2n1,0.2%,?,15.6%,0.6,1.1,-22.4%,-1.3%,0.1%,4.5,1.3%,-0.6%
